D2 agonist – HTS Assay for Allosteric Agonists of the Human D2 Dopamine Receptor: Primary Screen for Agonists | 340,000 tested, 0.53% active | HEK293 T-REx D2 cells, calcium flux agonist mode | D(2) dopamine receptor (Homo sapiens), P14416 | AID 485358, 2010 | activation, % at 2 µM;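 active = activation over 3 SD above normal in the single-dose calcium agonist read, cut at about 30% in these data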; also: 0% is about no effect
Target sequence (P14416 whole entry, looked up): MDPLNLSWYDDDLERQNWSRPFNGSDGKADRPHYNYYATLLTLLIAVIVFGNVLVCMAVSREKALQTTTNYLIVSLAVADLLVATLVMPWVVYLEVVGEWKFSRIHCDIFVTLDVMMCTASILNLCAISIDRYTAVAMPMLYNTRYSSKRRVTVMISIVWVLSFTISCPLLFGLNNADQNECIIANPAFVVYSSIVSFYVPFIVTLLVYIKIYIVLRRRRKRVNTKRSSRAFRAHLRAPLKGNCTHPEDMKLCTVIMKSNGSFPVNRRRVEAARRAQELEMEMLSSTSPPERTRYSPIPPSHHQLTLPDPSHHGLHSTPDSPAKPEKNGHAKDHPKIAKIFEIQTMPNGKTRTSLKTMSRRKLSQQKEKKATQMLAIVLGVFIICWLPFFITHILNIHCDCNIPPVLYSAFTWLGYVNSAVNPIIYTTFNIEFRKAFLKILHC
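Tetracycline-induced HEK293 Trex cells with D2 receptor force-coupled to calcium signaling, plated overnight at 30 C and loaded with no-wash calcium dye. Calcium flux read kinetically for 180 s after compound addition; responses flag agonists.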
Pin1 inhibitor – qHTS Assay to Find Inhibitors of Pin1; Peptidyl-prolyl cis-trans isomerase NIMA-interacting 1 (Homo sapiens), Q13526; Pin1 FP peptide displacement, HiFluor488, 10 min; Potency, µM (top dose mostly 115 µM), without a hit: at the top dose activity, negative = inhibition, most hits filed as inhibitors; 390,000 tested, 0.009% active; AID 504891, 2011; active = well fitted inhibition curve with a large enough effect in the polarisation, with a control signal flat, not every such curve was filed as active; inconclusive = small, poorly fitted or top-dose-only effect, or effect the other way, or a change in a side signal; inactive = no such curve, though single readings can be large or run the other way; the % refers to the polarisation; also: potency is read from the fitted curve at half-maximal effect; % is scaled to controls: 0 for no effect and ±100 for the full control effect
Target sequence (Q13526 whole entry, looked up): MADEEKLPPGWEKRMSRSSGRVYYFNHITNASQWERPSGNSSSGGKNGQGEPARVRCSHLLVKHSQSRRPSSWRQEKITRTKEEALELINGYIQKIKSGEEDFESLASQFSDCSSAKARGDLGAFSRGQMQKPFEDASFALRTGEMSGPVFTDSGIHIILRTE
TRHR agonist – qHTS for Small Molecule Agonists and Allosteric Enhancers of Human TRH Receptor: Primary Screen for Agonists | Thyrotropin-releasing hormone receptor (Homo sapiens), P34981 | TRHR cells, calcium flux fluo-8, FDSS agonist mode | activation, % at 2 µM | 360,000 tested, 0.18% active | AID 493084, 2011; in the data active = activation above about 30%; also: 0% is about no effect
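Read-out: compound-evoked intracellular calcium rise in TRHR cells, fluo-8 dye, kinetic FDSS fluorescence at 1 s/cycle following a 10-cycle baseline. Cells cultured overnight before dye loading (30 min–1.5 h, RT).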
TRHR enhancer – qHTS for Small Molecule Agonists and Allosteric Enhancers of Human TRH Receptor: Primary Screen for Enhancers; Thyrotropin-releasing hormone receptor (Homo sapiens), P34981; TRHR cells, fluo-8 calcium fluorescence, EC20 TRH enhancement; enhancement, % at 2 µM; 360,000 tested, 0.66% active; in the data active = enhancement above about 30%; also: 0% is about no effect
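Enhancer read-out: after compound pinning and an initial kinetic agonist-mode read, an EC20 of TRH (10 nM final) was injected and fluo-8 calcium signal (Ex 480/Em 530) followed at 1 s/cycle for 100 cycles in TRHR-expressing cells.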
TrxR1 substrate – qHTS Assay for Substrates of Mammalian Selenoprotein Thioredoxin Reductase 1 (TrxR1): qHTS; Potency, µM (titrated, usually from 114 µM), without a hit: at the top dose activity change, negative = substrate turnover; purified TrxR1 substrate turnover, NADPH consumption readout; 390,000 tested, 0.01% active; Thioredoxin reductase 1, cytoplasmic (Rattus norvegicus), O89049; also: potency is read from the fitted curve at half-maximal effect; % is scaled to controls: 0 for no effect and ±100 for the full control effect; nearly all actives have a fitted effect of over 50% in size
Target sequence (O89049 whole entry, looked up): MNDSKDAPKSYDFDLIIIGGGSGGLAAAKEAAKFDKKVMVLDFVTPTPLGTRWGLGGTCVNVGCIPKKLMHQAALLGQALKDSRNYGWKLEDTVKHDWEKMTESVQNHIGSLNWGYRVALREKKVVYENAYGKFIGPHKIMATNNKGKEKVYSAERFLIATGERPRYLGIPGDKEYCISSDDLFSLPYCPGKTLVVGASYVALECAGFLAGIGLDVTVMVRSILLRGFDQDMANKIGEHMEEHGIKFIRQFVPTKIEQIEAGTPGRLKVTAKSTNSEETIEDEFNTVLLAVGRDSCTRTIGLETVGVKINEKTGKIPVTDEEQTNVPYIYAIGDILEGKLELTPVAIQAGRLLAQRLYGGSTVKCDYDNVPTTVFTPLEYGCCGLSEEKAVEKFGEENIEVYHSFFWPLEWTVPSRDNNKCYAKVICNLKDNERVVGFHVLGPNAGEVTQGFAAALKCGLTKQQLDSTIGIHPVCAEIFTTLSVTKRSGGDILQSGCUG
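Rat TrxR1, dispensed at 90 nM, was prereduced with 400 uM NADPH (final) for 5 min at ~22 deg C, then incubated with compound 15 min before 400 uM selenite. A first-read NADPH fluorescence drop versus no-compound background flagged substrates.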
USP1-UAF1 inh – Inhibitors of USP1/UAF1: Primary Screen | Ubiquitin carboxyl-terminal hydrolase 1 (Homo sapiens), O94782 | recombinant USP1/UAF1, Ub-Rhodamine cleavage fluorescence | Potency, µM (titrated, usually from 57.1 µM), for the others: at the top dose activity change, negative = inhibition, most hits filed as inhibitors | 390,000 tested, 0.23% active; also: potency is read from the fitted curve at half-maximal effect; % is scaled to controls: 0 for no effect and ±100 for the full control effect; nearly all actives have a fitted effect of over 60% in size; inactives centre near -12
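USP1/UAF1 complex at 1 nM was preincubated with compound for 15 min at room temperature, then Ub-Rho substrate (150nM final) was added. Fluorescence (480/540 nm) was read kinetically, 6 reads every 60 seconds.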
D2 antagonist – HTS Assay for Allosteric Antagonists of the Human D2 Dopamine Receptor: Primary Screen for Antagonists | HEK293 TREx D2 cells, calcium flux, dopamine EC80 | inhibition, % at 10 µM | 340,000 tested, 2% active | AID 485344, 2010; in the data active = inhibition above about 30%; also: 0% is about no effect
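Calcium mobilization kinetics were recorded at 1 s intervals in tetracycline-induced HEK293 T-REx D2 cells, first for 180 s after compound addition and then 180 s after EC80 dopamine.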
rTrxR1 inhibitor – qHTS Assay for Inhibitors of Mammalian Selenoprotein Thioredoxin Reductase 1 (TrxR1): qHTS; recombinant rTrxR1, NADPH fluorescence consumption, selenite substrate; Potency, µM (doses to about 114 µM), without a hit: at the highest dose activity change, negative = inhibition, actives largely listed as inhibitors; 390,000 tested, 1% active; AID 588453, 2011; also: potency is read from the fitted curve at half-maximal effect; % is scaled to controls: 0 for no effect and ±100 for the full control effect; nearly all actives have a fitted effect of over 65% in size
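Rat TrxR1 (90 nM in the dispensed reagent) was pre-reduced with 400 uM NADPH for 5 min at room temperature, then incubated with compound for 15 min. After 400 uM selenite was added, NADPH fluorescence (Ex 340/Em 450 nm) was followed for 8 min.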
mIDH1 inhibitor – qHTS for Inhibitors of mutant isocitrate dehydrogenase 1 (IDH1): qHTS | IDH1-R132H enzyme, NADPH consumption, diaphorase/resazurin fluorescence | 390,000 tested, 0.093% active | Potency, µM (highest dose often 76.6 µM), for inactives: top-dose activity change, negative = inhibition, most hits filed as inhibitors | Isocitrate dehydrogenase [NADP] cytoplasmic (Homo sapiens), O75874 | AID 602179, 2012; also: potency is read from the fitted curve at half-maximal effect; % is scaled to controls: 0 for no effect and ±100 for the full control effect; nearly all actives have a fitted effect of over 65% in size
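IDH1-R132H (0.5 ug/mL dispensed) in pH 7.5 Tris buffer was preincubated 30 min with compound, then given a substrate mix of 0.016 mM NADPH and 2 mM alpha-KG for 80 min at room temperature; remaining NADPH was read by diaphorase/resazurin fluorescence.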
* hit, by the source's call; ? = inconclusive; . = not tested or not shown; & = joins results of further samples; [ ] = remark or other dose. Unless noted, calls follow the shape of the dose curve; as a rule, active = well fitted inhibition curve with a large enough effect; inconclusive = small, poorly fitted or top-dose-only effect; inactive = no such curve, though single readings can be large or run the other way.

SMILES	D2 agonist	Pin1 inhibitor	TRHR agonist	TRHR enhancer	TrxR1 substrate	USP1-UAF1 inh	D2 antagonist	rTrxR1 inhibitor	mIDH1 inhibitor
COc1ccccc1N(CC(=O)NCC1CCCO1)C(=O)CNS(=O)(=O)c1ccc(Cl)cc1 (centres undefined)	0.4	4%	-0.1	-12	-8%	-1%	0	10%	4%
COCCCn1c(C)nnc1SCC(=O)NCc1ccco1	-1.5	-9%	0.5	4	0%	-11%	2	-22%	6%
Cc1nc(NCCc2ccc(F)cc2)c2nnn(Cc3ccccc3)c2n1	0.4	0%	1.0	12	5%	-22%	9	30%	-10%
COc1ccc(C(C)(C)C)cc1NS(=O)(=O)c1cccc2cccnc12	-1.3	12%	0.4	0	-12%	-8%	-10	6%[57.1 µM]	2%
Cc1cccc(NCCNc2cccc(C)c2)c1	0.3	-7%	-0.7	1	-12%	-18%	-13	-12%	5%
Cc1ccc(-c2cc(C(=O)OCC(=O)N(C)c3c(N)n(Cc4ccccc4)c(=O)[nH]c3=O)c3ccccc3n2)o1	-0.1	13%	-0.2	-5	13%	-20%	-13	?	4%
COc1ccc(NC(=O)c2sc3nc(C(F)(F)F)cc(C)c3c2N)cc1OC	-0.5	?	-0.5	17	-5%	3%	.	-5%	0%
Nc1nc(SCC(=O)N2CCCC2)[nH]c(=O)c1NC(=O)c1cccs1	1.8	0%	0.0	-6	11%	-3%	-12	18%	8%
COc1ccc(-c2nc3nc(C)cc(Nc4ccc(C(C)=O)cc4)n3n2)cc1	-1.1	36%[activator]	-0.9	-5	4%	?	.	16%	-6%
Cc1cnc(=O)[nH]c1SCC(=O)Nc1cc(C(F)(F)F)ccc1Cl	0.8	-4%	0.3	2	-2%[57.1 µM]	-29%	.	18%[57.1 µM]	-9%
O=C1COc2ccc(C(=O)COC(=O)CCOc3ccccc3)cc2N1	.	0%	.	.	3%	-3%	.	14%	0%
CC(C)(C)NC(=O)c1nc2ccccc2s1	-1.7	-4%	-1.2	3	-5%	-8%	-3	13%[57.1 µM]	4%
Cc1noc(C(=O)N2CC3(C)CC2CC(C)(C)C3)c1Cl (centres undefined)	0.8	1%	0.5	-3	-2%	-4%	-6	5%	2%
CCCC/C(O)=C1\C(=O)CC(C)(C)CC1=Nc1ccc(N)cc1	-0.7	3%	0.4	20	8%[57.1 µM]	-9%	3	7%[57.1 µM]	-6%
CCN(C(=O)COC(=O)CCCOc1ccc(Cl)cc1C)c1c(N)n(Cc2ccccc2)c(=O)[nH]c1=O	.	45%[activator]	.	.	1%	-5%	.	28%	-3%
CC1(C)CC[C@]2(C(=O)O[C@@H]3O[C@H](CO)[C@@H](O)[C@H](O)[C@H]3O)CC[C@]3(C)C(=CCC4[C@@]5(C)CC[C@H](O[C@@H]6O[C@H](C(=O)O)[C@@H](O[C@H]7OC[C@@H](O)[C@@H](O)[C@@H]7O)[C@H](O)[C@H]6O)C(C)(C)C5CC[C@]43C)[C@@H]2C1 (some centres undefined)	.	1%	.	.	10%	-27%	.	22%	-3%
CCCCN(C)CCNC(=O)CN1C(=O)CSc2ccc(S(=O)(=O)N3CCCC3)cc21	-1.2	22%	0.4	-2	8%[57.1 µM]	-19%	-23	18%[57.1 µM]	-3%
CC1=C(C(=O)N2CCOCC2)C(c2cc(C)ccc2C)NC(=S)N1 (centres undefined)	0.8	1%	0.9	6	3%	-21%	-2	4%	-11%
O=C(NC1CC2CCCC(C1)N2C(=S)NCCc1ccccc1)C1CC1 (centres undefined)	1.3	-4%	0.0	-8	3%	-3%	-23	32%	2%
Cc1nc(N2CCCC2)c2c(C(=O)N3CCN(c4ccc(F)cc4)CC3)c(C)oc2n1	0.1	3%	-0.8	-2	2%	-6%	.	10%	0%

Whole records, looked up by structure. Order of values: D2 agonist | Pin1 inhibitor | TRHR agonist | TRHR enhancer | TrxR1 substrate | USP1-UAF1 inh | D2 antagonist | rTrxR1 inhibitor | mIDH1 inhibitor
`CC1(C)CC[C@]2(C(=O)O[C@@H]3O[C@H](CO)[C@@H](O)[C@H](O)[C@H]3O)CC[C@]3(C)C(=CCC4[C@@]5(C)CC[C@H](O[C@@H]6O[C@H](C(=O)O)[C@@H](O[C@H]7OC[C@@H](O)[C@@H](O)[C@@H]7O)[C@H](O)[C@H]6O)C(C)(C)C5CC[C@]43C)[C@@H]2C1` (some centres undefined) across the screens: . | 1% | . | . | 10% | -27% | . | 22% | -3%
`COCCCn1c(C)nnc1SCC(=O)NCc1ccco1` across the screens: -1.5 | -9% | 0.5 | 4 | 0% | -11% | 2 | -22% | 6%
`Nc1nc(SCC(=O)N2CCCC2)[nH]c(=O)c1NC(=O)c1cccs1` across the screens: 1.8 | 0% | 0.0 | -6 | 11% | -3% | -12 | 18% | 8%
`CCCC/C(O)=C1\C(=O)CC(C)(C)CC1=Nc1ccc(N)cc1` across the screens: -0.7 | 3% | 0.4 | 20 | 8%[57.1 µM] | -9% | 3 | 7%[57.1 µM] | -6%
`CC(C)(C)NC(=O)c1nc2ccccc2s1` across the screens: -1.7 | -4% | -1.2 | 3 | -5% | -8% | -3 | 13%[57.1 µM] | 4%

Remaining list, next part
SMILES	D2 agonist	Pin1 inhibitor	TRHR agonist	TRHR enhancer	TrxR1 substrate	USP1-UAF1 inh	D2 antagonist	rTrxR1 inhibitor	mIDH1 inhibitor
COc1ccccc1NC(=O)Cn1cc(C#N)c2ccccc21	-0.1	-4%	0.4	12	2%	-11%	4	11%	4%
Cc1ccc(-c2ccc(=O)n(CC(=O)NCCCN3CCCCC3C)n2)cc1 (centres undefined)	2.2	-1%	0.7	3	18%	-6%	-13	25%	0%
COc1cc(C(=O)N2CCc3c([nH]c4ccccc34)C2c2ccccc2)cc(OC)c1OC (centres undefined)	1.1	1%	0.5	0	-2%[57.1 µM]	-15%	.	11%[57.1 µM]	-7%
CCc1c(C)nc(N2CCN(c3ccc(OC)cc3)CC2)[nH]c1=O	-2.1	1%	0.2	1	-7%	-15%	-20	8%	-4%
Cc1cccc(Cn2c(CNS(=O)(=O)c3ccc(Cl)s3)nc3cccnc32)c1	-0.8	3%	0.1	2	2%[57.1 µM]	-18%	.	20%[57.1 µM]	-1%
CCCC1OC23CCCCC2C(C#N)(C#N)C1(C#N)C(=N)O3 (centres undefined)	0.4	?	-0.2	-2	116%[activator]	-13%	5	-30%	14%
Cc1ccc(OCCC(=O)N2CCN(c3ccc(O)cc3)CC2)cc1	-0.5	1%	-0.2	0	9%	-11%	-9	32%	12%
CN(C)C(=O)COc1ccc2cc(-c3ccccc3)c(=O)oc2c1	0.0	0%	0.4	-1	.	-18%	1	228%[activator]	0%
COc1ccc(SN=C2C(C)=CC(=O)C=C2C)cc1	0.9	-4%	-1.1	2	-9%[57.1 µM]	-15%	-15	2%[57.1 µM]	12%
COc1ccc(-c2n[nH]c(C)c2-c2ccc(Cl)cc2)c(O)c1OC	0.8	5%	0.1	2	5%	-25%	8	24%	5%
C[C@@H]1CN(Cc2nc(-c3cccs3)no2)C[C@H](C)O1	-0.3	-8%	-0.2	-13	10%	-31%	-14	27%	-12%
CC(C)C[C@@H](CO)N1CCN(Cc2cccc(C#N)c2)CCC1=O	-1.1	0%	0.2	4	-2%[57.1 µM]	-8%	-18	15%[57.1 µM]	3%
COc1cc(/C=C2/C(=O)c3cccc([N+](=O)[O-])c3C2=O)c(Br)cc1O	.	-27%	10	4	-16%	?	.	28µM*	3%
COc1ccc(CN2CC[C@H]3C=CC[C@@H](C(=O)NCCc4ccccc4)[C@H]3C2=O)cc1OC	.	2%	.	.	-3%&1%	-1%	.	1%&9%	-10%
COc1cccc(/C(O)=C2/C(=O)C(=O)N(CCN3CCOCC3)C2c2cccnc2)c1 (centres undefined)	0.3	2%	-0.7	5	-12%	-8%	0	-17%	1%
CC(=O)Nc1cccc(-c2csc(Nc3ccccn3)n2)c1	.	-1%	.	.	6%	-4%	.	9%	4%
CCOC(=O)c1cc2c(=O)n3ccccc3nc2n(CCCOC)c1=NC(=O)c1c(-c2ccccc2Cl)noc1C	-0.6	2%	0.0	-5	13%	-21%	.	5%	31%[activator]
Cc1cc(NC(=O)CCCS(=O)(=O)c2nc(-c3cccs3)cc(C(F)(F)F)n2)no1	-0.8	0%	-1.1	3	32%[activator]	-9%	6	?	3%
CC(C)c1nnc(NC(=O)CCCC(=O)O)s1	0.7	-7%	0.3	-9	-5%	-10%	6	-3%[2.29 µM]	0%
O=C(COC(=O)C12CC3CC(CC(O)(C3)C1)C2)Nc1ccc(OC(F)F)cc1	-0.8	9%	0.0	6	-11%	-1%	-11	-11%	-2%
COc1ccc(-c2csc3ncnc(N4CCN(S(=O)(=O)c5ccc(C)cc5)CC4)c23)cc1	0.7	53%[activator]	0.8	2	0%[57.1 µM]	-22%	4	2%[57.1 µM]	-10%
CN1/C(=C\C(=O)CN2C(=O)NC3(CCCCCC3)C2=O)C(C)(C)c2ccccc21	-0.6	23%	0.1	8	-8%	-1%	-8	-1%[57.1 µM]	9%

Some of the compounds tested (hit frequency here may not be typical).
